Bioassay records deposited in PubChem by The Scripps Research Institute Molecular Screening Center.
LYPLA2 inh – LYPLA2 (human) inhibition in PME1 counter-screen | O95372 | recombinant LYPLA2, FP-Rh probe fluorescence polarization | inhibition, % at 5.9 µM | 320,000 compounds, 0.38% hits | AID 2177;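 active = inhibition above the screen-wide mean plus 3 SD, limit set per campaign, cut at about 26% in these data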;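 note: 0% = LYPLA2 with DMSO and 100% = wells lacking LYPLA2 enzyme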
GSTO1 counter – GSTO1 inhibition, counter-screen for RBBP9 inhibitors; 300,000 compounds, 1.1% hits; recombinant GSTO1, activity-based probe fluorescence polarization; inhibition, % at 5.96 µM; P78417;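 active = inhibition above the campaign mean inhibition plus 3 SD, cut at about 35% in these data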;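 note: 0% = GSTO1-1 with DMSO and 100% = wells lacking GSTO1-1 enzyme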
PAFAH1B2 FP inh – inhibitors of human PAFAH1B2; recombinant PAFAH1B2, FP-rhodamine activity probe, fluorescence polarization; inhibition, % at 3.39 µM; 340,000 compounds, 1.2% hits; AID 492953;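 active = inhibition above the mean of all tested compounds plus 3 SD, cut at about 24% in these data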;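 note: 0% = enzyme with DMSO and 100% = wells lacking PAFAH1B2; many of its hits are not listed in these tables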
Target sequence (P68402 whole entry, looked up): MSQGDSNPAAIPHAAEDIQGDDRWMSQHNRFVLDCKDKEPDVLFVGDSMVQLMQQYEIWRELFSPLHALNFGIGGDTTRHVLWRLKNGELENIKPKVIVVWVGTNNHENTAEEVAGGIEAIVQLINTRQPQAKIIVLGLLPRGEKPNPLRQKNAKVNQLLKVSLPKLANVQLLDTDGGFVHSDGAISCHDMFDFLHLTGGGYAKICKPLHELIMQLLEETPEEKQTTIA
PAFAH2 inh – inhibitors of human PAFAH2; 340,000 compounds, 0.99% hits; recombinant PAFAH2, FP-rhodamine activity probe, fluorescence polarization; inhibition, % at 3.39 µM; AID 492956;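 active = inhibition above the mean over all tested compounds plus 3 SD, cut at about 30% in these data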;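 note: inhibitors block probe labeling of enzyme so polarization drops; 0% = enzyme with DMSO and 100% = wells lacking PAFAH2 protein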
LYPLA1 counter – blocks human lysophospholipase 1, a PME1 counter-screen; O75608; recombinant LYPLA1, FP-Rh probe fluorescence polarization; inhibition, % at 5.9 µM; 320,000 compounds, 0.16% hits; AID 2174;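 active = inhibition above the mean of all tested compounds plus 3 SD, set per campaign, cut at about 14% in these data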;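 note: inhibitors block serine hydrolase probe labeling of LYPLA1 so polarization falls; 0% = enzyme with DMSO and 100% = wells lacking LYPLA1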
pPAFAH FP inh – pPAFAH (human) enzyme inhibition. recombinant pPAFAH, FP-rhodamine probe fluorescence polarization. inhibition, % at 3.39 µM. 330,000 compounds, 1.5% hits. AID 463082;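 active = inhibition above the mean inhibition across the screen plus 3 SD, cut at about 25% in these data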;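 note: inhibitors block binding of the rhodamine activity-based probe so polarization drops; 0% = enzyme with DMSO and 100% = wells lacking pPAFAH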
PAFAH1B3 FP inh – inhibitors of human PAFAH1B3. Q15102. recombinant PAFAH1B3, FP-rhodamine probe, fluorescence polarization. inhibition, % at 3.39 µM. 340,000 compounds, 0.28% hits;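 active = inhibition above the screen-wide average of all tested compounds plus 3 SD, cut at about 25% in these data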;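 note: 0% = enzyme with DMSO only and 100% = wells lacking PAFAH1B3 protein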
PAD4 inh – inhibitors of human PAD4; inhibition, % at 6.36 µM; Q9UM07; AID 485272; 330,000 compounds, 0.41% hits; recombinant PAD4, RCA probe fluorescence polarization;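 active = percent inhibition above a cutoff equal to the mean of all tested compounds plus 3 SD, cut at about 15% in these data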;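 note: 0% = PAD4 with RCA probe and DMSO and 100% = probe without PAD4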
Target sequence (Q9UM07 whole entry, looked up): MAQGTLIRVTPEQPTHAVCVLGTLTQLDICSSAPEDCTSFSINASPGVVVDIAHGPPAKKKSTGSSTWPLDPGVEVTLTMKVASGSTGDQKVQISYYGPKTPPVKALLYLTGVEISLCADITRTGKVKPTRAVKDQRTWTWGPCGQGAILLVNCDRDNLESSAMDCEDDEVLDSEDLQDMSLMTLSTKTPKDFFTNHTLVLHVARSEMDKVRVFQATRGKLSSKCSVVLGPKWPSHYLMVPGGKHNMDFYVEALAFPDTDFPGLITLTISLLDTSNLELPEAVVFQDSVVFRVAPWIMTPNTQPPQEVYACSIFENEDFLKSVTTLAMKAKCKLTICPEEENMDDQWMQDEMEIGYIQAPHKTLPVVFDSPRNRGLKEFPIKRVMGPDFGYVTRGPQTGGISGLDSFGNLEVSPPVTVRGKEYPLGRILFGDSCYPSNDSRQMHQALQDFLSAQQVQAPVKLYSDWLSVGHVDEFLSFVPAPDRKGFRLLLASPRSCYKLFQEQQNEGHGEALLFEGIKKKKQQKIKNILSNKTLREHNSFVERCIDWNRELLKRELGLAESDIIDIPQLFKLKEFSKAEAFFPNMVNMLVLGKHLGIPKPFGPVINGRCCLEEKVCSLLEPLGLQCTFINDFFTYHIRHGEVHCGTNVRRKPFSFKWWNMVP
PREPL inhibitor – inhibitors of human prolyl oligopeptidase-like enzyme PREPL. Q4J6C6. recombinant PREPL, fluorescence polarization activity-based probe. 320,000 compounds, 0.68% hits. inhibition, % at 5.96 µM; in the data active = inhibition above about 43%;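 note: 0% = enzyme with DMSO and 100% = wells lacking enzyme; many of its hits are not listed in these tables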
* marks the source's active call; other numbers are inactive results; . = no result given.

Results follow in this order: LYPLA2 inh | GSTO1 counter | PAFAH1B2 FP inh | PAFAH2 inh | LYPLA1 counter | pPAFAH FP inh | PAFAH1B3 FP inh | PAD4 inh | PREPL inhibitor
> O=C(Nc1ccccc1)NC1CCCc2ccccc21 (centres undefined)
    -11 | 7 | 4 | 3 | -7 | -7 | -1 | -4 | 7
> COc1cc([N+](=O)[O-])ccc1NC(=O)CSc1n[nH]c(C(C)C)n1
    2 | -1 | 5 | -3 | -1 | -2 | -2 | -3 | -7
> COc1ccccc1NC(=O)c1nnn(CC(=O)Nc2cc(C)cc(C)c2)c1N
    -5 | -5 | 3 | -4 | 2 | -2 | 4 | -3 | -7
> CC1S/C(=N/N=C/c2ccco2)N(Cc2ccc(F)cc2)C1=O (centres undefined)
    -1 | -10 | 1 | 5 | -3 | 11 | -2 | 2 | -8
> Cc1nc2cc(Cl)c(Cl)cc2n1-c1ccccn1
    1 | 1 | -4 | 1 | -1 | 3 | 4 | -2 | -4
> COc1ccc(N2C(=O)C(Cl)=C(Nc3c(C)n(C)n(-c4ccccc4)c3=O)C2=O)cc1
    6 | -1 | -2 | 2 | -1 | 2 | -2 | -3 | 5
> Nc1nc(-c2ccco2)nn1C(=O)c1cccnc1
    7 | -1 | 0 | -2 | 0 | -3 | 9 | 5 | -5
> COc1ccccc1C(=O)NCCC(=O)Nc1cccc(C)n1
    4 | 2 | 2 | 3 | 2 | 0 | 4 | -3 | 7
> O=C(CSc1c[nH]c2ccccc12)N1CCCc2ccccc21
    -3 | -1 | 6 | -2 | -1 | 1 | -1 | 0 | -20
> Cc1ccc(C(=O)N/C(=C\c2ccc(-c3ccc([N+](=O)[O-])cc3)o2)C(=O)NC2CCS(=O)(=O)C2)cc1 (centres undefined)
    5 | 4 | 5 | -3 | 2 | 12 | 7 | -4 | 2
> CCC(C)[C@H](NC(=O)NC1CCCc2ccccc21)C(=O)O (some centres undefined)
    -8 | -1 | 1 | 2 | -4 | 1 | 2 | -11 | -3
> Cc1ccc(S(=O)(=O)CCC(=O)OCC(=O)N2CC(=O)Nc3ccccc32)cc1
    3 | 28 | 7 | -6 | 0 | 3 | -5 | 5 | 7
> COc1ccc(CNCCSc2nnnn2C)cc1OC
    -3 | 3 | -5 | -4 | -1 | 0 | -1 | -3 | 8
> CCCCNC(=O)C1CC(c2ccc(C(F)(F)F)cc2)=NO1 (centres undefined)
    5 | -3 | 2 | 1 | 1 | 6 | -3 | 0 | -6
> COc1ccc(C(=O)c2ccccc2)c(OCC(=O)N(C)C)c1
    -2 | 1 | 3 | -5 | 3 | -5 | 8 | -1 | -2
> CC(=O)c1csc(COc2cc(Cl)cc(Cl)c2)n1
    5 | -2 | 0 | -7 | -1 | 6 | 6 | -3 | -7
> O=C(c1ccccc1)N1CCN(S(=O)(=O)N2CCOCC2)CC1
    0 | -2 | 6 | 3 | 3 | 3 | 5 | -1 | -2
> Cc1cc(=O)oc2cc(OCC(=O)NCCc3nc4ccccc4[nH]3)ccc12
    0 | 0 | 3 | 4 | -5 | 8 | -2 | -1 | 6
> CCC(C)NC(=O)CSc1ncccc1C(=O)O (centres undefined)
    0 | 5 | 3 | 1 | -1 | -4 | 0 | 0 | -2
> COC(=O)c1ccc(CSc2cc(C)c3cccc(C)c3n2)o1
    -8 | -3 | -1 | -8 | -2 | -2 | 3 | 2 | -3
> Cc1ccc(Cl)cc1NC(=O)Cn1cccc1
    -3 | -3 | 3 | 6 | -3 | -3 | -2 | 1 | 3
> CCC(=O)c1c[nH]c(C(=O)NCc2ccco2)c1
    -1 | 3 | 0 | 2 | 1 | -1 | 4 | -3 | 9
> Cc1ccc(-c2nn(CCC#N)cc2C=C(C#N)C#N)cc1
    -7 | 8 | 0 | 7 | 0 | 2 | 3 | 0 | 19
> COc1ccc(Nc2ccc(N3C(=O)CC(C)C3=O)cc2[N+](=O)[O-])cc1OC (centres undefined)
    7 | -1 | 2 | -7 | 1 | 6 | 0 | -1 | 3
> CC(C)CC(COCc1cccc(Cl)c1)N1CCN(C(=O)c2ccc(C(F)(F)F)cc2)CCC1=O (centres undefined)
    2 | -1 | 4 | 17 | -2 | 3 | 10 | 4 | 28
> CCOc1ccc(S(=O)(=O)N(CC(=O)Nc2cc(C)on2)Cc2ccccc2Cl)cc1
    2 | 6 | -2 | 11 | -4 | 0 | 11 | -2 | -1
> CCOC(=O)CSc1nc(C2CC2)cc(-c2ccc(Cl)cc2)c1C#N
    -10 | 1 | 2 | -4 | -4 | 6 | 7 | 4 | 2
> CCn1cc(C(=O)NC(C)C2CC3CCC2C3)cn1 (centres undefined)
    2 | 2 | 11 | 3 | 0 | -1 | -1 | -4 | 15
> C/C(=C\COc1cc(=O)[nH]c2ccccc12)CCC(O)C(C)(C)O (centres undefined)
    -1 | -4 | 2 | -4 | 0 | 0 | -1 | 0 | -1
> N/C(=N\OS(=O)(=O)c1cccc([N+](=O)[O-])c1)c1ccncc1
    3 | 6 | -2 | 0 | 3 | 6 | 3 | -6 | -9
> CCN(CC)S(=O)(=O)c1cccc(NC(=O)/C=C/c2ccc([N+](=O)[O-])cc2)c1
    7 | -1 | 0 | 1 | -1 | 5 | -6 | 3 | -1
> CC(=O)Nc1c(C#N)c(C(C)(C)C)cn1C
    0 | 3 | 1 | 6 | -3 | -8 | 7 | -1 | 9
> Cc1ccc(S(=O)(=O)N2CCN(S(=O)(=O)c3cccs3)CC2)cc1
    5 | 3 | 7 | 7 | 0 | 4 | -1 | -5 | 0
> COC(=O)[C@]1(Cc2ccccc2)N[C@H](CN(C)S(=O)(=O)c2ccc(F)cc2)[C@@H]2C(=O)N(Cc3ccccc3)C(=O)[C@@H]21
    . | . | 2 | 6 | . | 1 | 2 | 0 | 0
> Cc1ccc(NCc2nnc(SCC#N)o2)c(C)c1
    8 | -2 | -4 | 3 | 5 | 4 | 8 | 0 | 12
> COc1ccc(CC(=O)N[C@@H]2c3ccccc3CC[C@H]2OCc2ccccc2)cc1
    . | . | 4 | -1 | . | 2 | 7 | -3 | .
> Clc1ccccc1CSc1nc2ccncc2[nH]1
    -4 | -1 | 3 | 4 | -2 | 4 | 2 | -2 | 29
> S=C(Nc1ccccc1Cl)NC1CCN(Cc2ccccc2)CC1
    1 | -5 | 0 | 0 | -1 | -1 | -1 | -2 | -3
> C=CCSc1ncc(-c2ccccc2)cn1
    1 | -13 | 2 | 4 | 0 | 8 | 10 | -5 | -1
> Cc1nc2sccn2c(=O)c1S(=O)(=O)NCCc1ccc(Cl)cc1
    4 | 6 | 2 | -2 | 0 | 5 | 6 | 3 | -4
> Cn1cnc2c1c(=O)n(Cc1ccccc1C#N)c(=O)n2C
    -1 | -2 | 10 | -11 | 2 | -5 | 3 | 0 | 4
> CCCn1c(CN2CCN(C(=O)OCC)CC2)nc2cc(NC(=O)C(C)C)ccc21
    -8 | 4 | 0 | -2 | -1 | 4 | 3 | -4 | 3
> COc1ccc(-c2cc(-c3c(O)c(OC)c4occc4c3OC)[nH]n2)cc1
    11 | -4 | 4 | 1 | -5 | 18 | 7 | 0 | 28
> O=C(N/N=C/c1ccc(O)cc1O)c1ccc(NC(=O)C2CCCCC2)cc1
    3 | -11 | 33* | -12 | -10 | 23 | 37* | -3 | 4
> COc1ccccc1N1CCN(C(=O)C(=O)N/N=C/c2ccccc2F)CC1
    -3 | 3 | 5 | 0 | -2 | -1 | 9 | 2 | -7
> CC(=O)Oc1ccc(C(=O)Nc2ccccc2C(=O)Nc2ccc(C(=O)O)cc2)cc1
    -2 | -6 | 0 | 6 | -2 | -5 | 6 | 3 | 6
> CCOC(=O)CNC(=O)COc1ccc(Cl)cc1Br
    -2 | -10 | 2 | 0 | -4 | 7 | 4 | 3 | -4
> CCOC(=O)Cc1csc(SCC(=O)Nc2sc3c(c2C(N)=O)CCC3)n1
    -11 | 12 | 7 | 19 | -5 | 37* | 20 | -6 | 17
> CN(C(=O)c1cccc(C(F)(F)F)c1)C1CCCc2ccccc21 (centres undefined)
    0 | 1 | 2 | 0 | -7 | 1 | 9 | 0 | 0
> c1cc(CNc2ccc3c(c2)OCO3)ccn1
    5 | 9 | 12 | 2 | -4 | 11 | 9 | 8 | 24
> COc1ccc(OCC(=O)Nc2ccc(N3CCN(C(=O)c4ccccc4)CC3)c(Cl)c2)cc1
    9 | 4 | 2 | -1 | -2 | 2 | 3 | 3 | 33
> CNc1ccccc1C(=O)OCC(=O)c1ccc(F)cc1
    -1 | -5 | 2 | -1 | 2 | 1 | 6 | -3 | 6
> C#CCOCCOCCOCCNc1nc(N2CCN(C(=O)CCCCCCCCCCNC(=O)[C@H](CO)n3cc(CCCSC)nn3)CC2)nc(N2CCN(C(=O)CCCCCCCCCCNC(=O)[C@@H]([C@H](C)O)n3cc(C)nn3)CC2)n1
    -56 | -35 | . | . | -32 | 6 | . | 5 | 8
> COc1cccc(C(=O)NNC(=O)CCC(=O)O)c1
    -6 | 4 | -2 | 2 | -1 | 2 | 6 | 0 | 8
> O=C(CSc1nnc(-c2ccco2)o1)c1ccc[nH]1
    -2 | 17 | -1 | 4 | -5 | 17 | 14 | -2 | 8
> Cc1ccc(N(C(=O)C(F)(F)F)C(C(=O)NC2CCCCC2)c2cccs2)cc1 (centres undefined)
    -2 | -2 | 7 | -3 | 1 | 5 | 4 | 1 | 0
> CC(=O)Nc1nc2ccccc2n1Cc1ccc(C)cc1
    1 | 0 | 1 | -2 | -2 | 2 | 4 | -5 | 0
> CCCN(CCC)Cc1c(C(=O)N/N=C/C(C)=C\c2ccco2)nnn1-c1nonc1N
    -6 | 2 | 5 | 1 | -4 | 7 | 5 | -5 | 14
> CCOc1cc(N2CCOCC2)c(OCC)cc1NC(=O)COC(=O)[C@@H]1CCCN1S(=O)(=O)c1ccccc1F
    -2 | 80* | 7 | -3 | -1 | -4 | 14 | -1 | -6
> O=c1cc(CN2CCN(Cc3ccccc3)CC2)c2ccc(O)cc2o1
    0 | -1 | 4 | 13 | -2 | 8 | 0 | 3 | 4

Compound profiles (already shown). Values in the order: LYPLA2 inh | GSTO1 counter | PAFAH1B2 FP inh | PAFAH2 inh | LYPLA1 counter | pPAFAH FP inh | PAFAH1B3 FP inh | PAD4 inh | PREPL inhibitor
Cc1ccc(N(C(=O)C(F)(F)F)C(C(=O)NC2CCCCC2)c2cccs2)cc1 (centres undefined) in the list: -2 | -2 | 7 | -3 | 1 | 5 | 4 | 1 | 0
CC(=O)Nc1nc2ccccc2n1Cc1ccc(C)cc1 in the list: 1 | 0 | 1 | -2 | -2 | 2 | 4 | -5 | 0
CCCN(CCC)Cc1c(C(=O)N/N=C/C(C)=C\c2ccco2)nnn1-c1nonc1N in the list: -6 | 2 | 5 | 1 | -4 | 7 | 5 | -5 | 14
COc1ccc(-c2cc(-c3c(O)c(OC)c4occc4c3OC)[nH]n2)cc1 in the list: 11 | -4 | 4 | 1 | -5 | 18 | 7 | 0 | 28
CCCn1c(CN2CCN(C(=O)OCC)CC2)nc2cc(NC(=O)C(C)C)ccc21 in the list: -8 | 4 | 0 | -2 | -1 | 4 | 3 | -4 | 3

The list is partial; count on the stated rates, not on these rows.
